H9c2 TAG inh: reduces triacylglycerol accumulation in H9c2 cells; Nile Red lipid (TAG) fluorescence; cells loaded with 200 µM oleic acid; inhibition, % at 12.5 µM; 230,000 tested, 0.66% active;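 active = pattern-corrected inhibition of lipid staining of at least 50% with the nuclear-stain viability signal not falling by more than 50%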;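 also: 0% = DMSO wells and 100% = triacsin C control wells; some results filed as inactive read as strong as hits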
H9c2 TAG inh DAPI viability: further read-out of H9c2 TAG inh, marked with its call; DAPI nuclei signal change (viability), lower = more cytotoxic, %;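 whole-well DAPI fluorescence read on a plate reader as a viability signal; minus 50 percent equals half of cells still viable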
* = called active by the depositor. Not all compounds are listed; rates above refer to the full screens.

SMILES | H9c2 TAG inh | H9c2 TAG inh DAPI viability
Cc1cc(-c2nc3cccnc3s2)ccc1NS(=O)(=O)c1ccc2c(c1)OCCO2 | -8 | 21
CSCCC1NC(=O)N(CC(=O)Nc2cccc3ccccc23)C1=O (configuration not stated) | -8 | 7
CCOC(=O)/C(=N\Nc1ccccc1[N+](=O)[O-])c1csc(Nc2ccccc2)n1 | 28 | -1
CCCCN(C)CCNC(=O)CSCc1ccc(C)cc1 | -2 | 1
O=C(O)CCC(=O)Nc1nc2ccc([N+](=O)[O-])cc2s1 | 5 | 9
Cc1ccnc(NS(=O)(=O)c2cccc3nsnc23)c1 | 2 | 10
CS(=O)(=O)N1CCC(Oc2ccccc2C(=O)NC2CCCCCC2)CC1 | 0 | 0
CCCn1c(N)c(C(=O)CSc2nnnn2-c2ccc(O)cc2)c(=O)n(C)c1=O | -2 | 0
COc1ccc(NC(=O)c2cc(-c3cc(F)ccc3OCC3CCCO3)n[nH]2)cc1OC (configuration not stated) | 19 | -1
O=c1c2ccccc2c(C=NCc2ccccn2)c(O)n1-c1ccccc1Cl | -5 | -6
CC(C)NC(=O)Nc1ccc2c(c1)C(=O)N([C@H](C)CO)C[C@H](C)[C@@H](CN(C)S(=O)(=O)c1ccc(F)cc1)O2 | 6 | 3
CC(=O)c1c(C)nc2ccc(Cl)cn12 | 10 | -8
CCCCNC(=O)C1(C)CCCCCN1Cc1cccc2c(OC)cc(C(=O)OCC)cc12 (configuration not stated) | 15 | -12
Cc1cccc(-n2c(N)c(C(=O)N3CCN(C)CC3)sc2=S)c1 | 1 | -9
COc1cc(/C=N/NC(N)=S)ccc1OCc1ccc(C)cc1 | 26 | -24
O=C(c1ccc(OC2CCN(C/C=C/c3ccccc3)CC2)cc1)N1CCCCC1 | 1 | 12
COc1ccc(Cl)cc1-c1nc(SCC(=O)N(C)CCC#N)n[nH]1 | 21 | -8
Nc1nc2ccccc2cc1S(=O)(=O)c1ccccc1 | 0 | 11
COc1cc(OC)cc(C(=O)Nc2cc(-c3cn4cccnc4n3)ccc2C)c1 | 6 | 31
CCN(CC)CC(=O)NCC1(c2ccccc2)CCCC1 | 17 | -5
Cc1ccccc1CNC(=O)CN(c1cccc([N+](=O)[O-])c1)S(C)(=O)=O | -3 | 1
CC(C)n1cc(/C=C(\C#N)S(=O)(=O)c2ccccc2)c2ccccc21 | -32 | 17
COc1cc(OC)c(C(=O)C=Cc2ccc(OC)c(OC)c2)c(OC)c1 | 13 | -28
O=C(NCc1ccc2c(c1)OCO2)c1ccc(Cl)nc1 | 13 | 5
CCOC(=O)c1cc(-c2ccccc2)nn1CC1CC(c2cccnc2)=NO1 (configuration not stated) | 7 | 3
CCCn1c(NC(=O)CN2C(=O)NC3(CCCCC3)C2=O)nc2ccccc21 | 2 | -2
Cc1ccc(S(=O)(=O)N2CCN(C(C)CC(=O)O)CC2)cc1 (configuration not stated) | 10 | -1
CCCC(=O)Nc1nnc(CCN2CCCCC2)s1 | -1 | 6
O=C(Nc1nc2ccc(S(=O)(=O)N3CCCC3)cc2s1)c1ccccn1 | -2 | 1
CCC(NC(=S)NCc1ccc(F)cc1)c1ccc(C)cc1 (configuration not stated) | -42 | 8

An excerpt from above in order of SMILES length, rising.
SMILES | H9c2 TAG inh | H9c2 TAG inh DAPI viability
CC(=O)c1c(C)nc2ccc(Cl)cn12 | 10 | -8
CCCC(=O)Nc1nnc(CCN2CCCCC2)s1 | -1 | 6
CCCCN(C)CCNC(=O)CSCc1ccc(C)cc1 | -2 | 1
Nc1nc2ccccc2cc1S(=O)(=O)c1ccccc1 | 0 | 11
Cc1ccnc(NS(=O)(=O)c2cccc3nsnc23)c1 | 2 | 10
CCC(NC(=S)NCc1ccc(F)cc1)c1ccc(C)cc1 (configuration not stated) | -42 | 8
COc1cc(/C=N/NC(N)=S)ccc1OCc1ccc(C)cc1 | 26 | -24
O=C(O)CCC(=O)Nc1nc2ccc([N+](=O)[O-])cc2s1 | 5 | 9
Cc1cccc(-n2c(N)c(C(=O)N3CCN(C)CC3)sc2=S)c1 | 1 | -9
COc1ccc(Cl)cc1-c1nc(SCC(=O)N(C)CCC#N)n[nH]1 | 21 | -8
COc1cc(OC)c(C(=O)C=Cc2ccc(OC)c(OC)c2)c(OC)c1 | 13 | -28
CCOC(=O)c1cc(-c2ccccc2)nn1CC1CC(c2cccnc2)=NO1 (configuration not stated) | 7 | 3
CCCn1c(NC(=O)CN2C(=O)NC3(CCCCC3)C2=O)nc2ccccc21 | 2 | -2
O=C(c1ccc(OC2CCN(C/C=C/c3ccccc3)CC2)cc1)N1CCCCC1 | 1 | 12
CCCCNC(=O)C1(C)CCCCCN1Cc1cccc2c(OC)cc(C(=O)OCC)cc12 (configuration not stated) | 15 | -12
Cc1ccccc1CNC(=O)CN(c1cccc([N+](=O)[O-])c1)S(C)(=O)=O | -3 | 1
COc1ccc(NC(=O)c2cc(-c3cc(F)ccc3OCC3CCCO3)n[nH]2)cc1OC (configuration not stated) | 19 | -1
CCOC(=O)/C(=N\Nc1ccccc1[N+](=O)[O-])c1csc(Nc2ccccc2)n1 | 28 | -1
CC(C)NC(=O)Nc1ccc2c(c1)C(=O)N([C@H](C)CO)C[C@H](C)[C@@H](CN(C)S(=O)(=O)c1ccc(F)cc1)O2 | 6 | 3

The list continues.
SMILES | H9c2 TAG inh | H9c2 TAG inh DAPI viability
O=C(N/N=C/c1ccc(Cl)cc1)C(=O)N1CCCCCC1 | 18 | -9
Cc1ccc(C)c(NC(=O)c2nnn(Cc3ccccc3)c2N)c1 | -3 | -5
CCOc1ccc2nc(SCC(=O)NC3CC3)sc2c1 | -20 | 2
CCOC(=O)c1[nH]c2ccc(OC)cc2c1NC(=O)CN1CCC2(CC1)OCCO2 | 5 | -4
c1ccc(CSc2nnc(-c3ccccc3)c(-c3ccccc3)n2)cc1 | -6 | -8
O=C(CSc1nc2ccccc2o1)N/N=C/c1ccccc1C(=O)O | -2 | 7
CCN1CCN(C(=O)C(C)Sc2nnc3nc(C)cc(C)n23)CC1 (configuration not stated) | -24 | 1
CCn1c(O)c(N=NC(=O)CNC(=O)c2cccnc2)c2ccccc21 | -2 | 10
COc1ccc(OC)c(CCNC(=O)c2ccc(CS(=O)(=O)c3ccc(Br)cc3)o2)c1 | -10 | 0
CN(C(=O)Nc1ccc(F)cc1)[C@H]1C[C@H]2c3[nH]c4ccccc4c3CCN2C(=O)[C@H]1CO | -2 | 5
CN(CC(=O)Nc1ccc(F)c(F)c1F)C(=O)C1CCCO1 (configuration not stated) | -1 | -4
CCN1CCN(C(=O)c2cc3cc([N+](=O)[O-])ccc3oc2=O)CC1 | -2 | 4
CCN1CCN(C(=O)C(=O)c2c(C)[nH]c3ccccc23)CC1 | -4 | 4
Nn1c(-c2ccccc2Cl)nnc1-c1ccccc1Cl | -12 | -1
COC(=O)C(Cc1c[nH]c2ccccc12)NC(=O)C(C)C (configuration not stated) | -4 | -7
COc1ccc(Cl)cc1C(=O)Nn1c(-c2cccs2)nc2ccccc2c1=O | -8 | 2
O=C(O)c1cccnc1Sc1ncnc2sc3c(c12)CCC3 | 2 | -1
COc1ccc(NC(=O)Cn2c(=O)oc3ccccc32)cc1 | -8 | 3
COCc1[nH][nH]c(=O)c1C=Nc1ccc(Oc2ccccc2)cc1 | -19 | -6
C=CCn1c(SCC(=O)NCCc2ccccc2)nnc1C1CC1 | 2 | -5
Cc1nn(-c2ccccc2)c(=O)c2noc(C)c12 | 8 | 3
Cc1cccc(OC(C)C(=O)OCC(=O)Nc2sccc2C(N)=O)c1 (configuration not stated) | 7 | 4
CCOC(=O)c1cccc(NC(=O)CCS(=O)(=O)c2cccs2)c1 | 5 | 9
CCn1cc(CN2N=C(C)CC2c2ccccc2)c(C)n1 (configuration not stated) | 2 | -13
CCOC(=O)c1c(NC(=O)CN2CCOCC2)sc2c1CC(C)(C)OC2 | 15 | -5
NC(=O)[C@@H]1CCOc2c(F)cc([N+](=O)[O-])cc2C(=O)N[C@@H](CO)C(=O)NCC(=O)N1 | -10 | 9
COc1cccc2cc(-c3nnc(SCC(=O)NCCc4ccccc4)n3C)oc12 | 15 | -8
Cc1cc(NC(=O)CN2C(=O)NC(C)(c3ccccc3Cl)C2=O)no1 (configuration not stated) | 3 | 10
Cc1nc2nc(CSc3nc4ccccc4s3)cc(=O)n2[nH]1 | 3 | 0
CC(=O)c1cccc(NC(=O)COc2nsnc2N2CCOCC2)c1 | 5 | 2
Cc1ccc(/C=C2/C(=O)ON=C2c2ccccc2)o1 | -5 | -2
CCOc1ccc(-c2cnc3cccnn23)cc1 | -13 | 20
Cc1ccc(SCCC(=O)N(C)CC(=O)Nc2c(C)cccc2C)cc1 | 27 | -3
Cc1ccc(CCN2CC(C(=O)NCCCN3CCN(C)CC3)CC2=O)cc1 (configuration not stated) | 11 | -2
Cc1cc(=O)[nH]c(N/N=C2/CCCC/C2=C\c2ccccc2)n1 | 11 | -5
C/C(=N\NC(=O)c1ccc(C(=O)N/N=C(\C)c2ccco2)o1)c1ccco1 | 9 | -2
CCCCc1ccc(NC(=O)N[C@@H](C)C(=O)O)cc1 | 6 | -3

Reprinted at random: 2 entries already listed
SMILES | H9c2 TAG inh | H9c2 TAG inh DAPI viability
Cc1cc(=O)[nH]c(N/N=C2/CCCC/C2=C\c2ccccc2)n1 | 11 | -5
Cc1ccc(CCN2CC(C(=O)NCCCN3CCN(C)CC3)CC2=O)cc1 (configuration not stated) | 11 | -2
